Tb MetRS inh = Trypanosoma brucei MetRS inhibition; purified T. brucei MetRS, ATP depletion, Kinase-Glo luminescence; inhibition, % at 11.9 µM; actives 0.4% (n = 360,000); AID 624268;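 active means inhibition above a per-plate cutoff of the control wells' mean inhibition plus 3 SD, cut at about 5.5% in these data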;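 further: 0% = DMSO wells median and 100% = median of wells with control inhibitor compound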
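Assay system: T. brucei methionyl-tRNA synthetase, purified | Medium: HEPES buffer with MgCl2, KCl, DTT, spermine, BSA, pyrophosphatase | Compound: 11.9 µM single point | Incubation: 15 min enzyme-compound preincubation, 2 h reaction, 10 min detection, 25 °C | Measured by: Kinase-Glo luciferase luminescence reporting remaining unconsumed ATP | Measure: % inhibition normalized to control-well medians | Replication: Singlicate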
STEP inh = blocks human striatal-enriched tyrosine phosphatase; actives 0.25% (n = 360,000); AID 588621; P54829; recombinant STEP, OMFP fluorogenic substrate, fluorescence; inhibition, % at 20 µM;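 active means inhibition at 20 µM, scaled per plate between control wells, above about 37%, limit read from the data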;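 further: 0% = DMSO with enzyme and substrate and 100% = substrate only without enzyme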
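Measure: Control-normalized % inhibition with plate pattern correction | Test system: STEP phosphatase, cell-free reaction | Medium: pH 6.0 Bis-Tris with DTT and Tween 20 | Technique: Fluorescence, 480/540 nm | Times: Reaction 20 min, ambient temperature | Doses: Single compound dose of 20 µM, 1% DMSO final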
NadD inh = inhibitors of Staphylococcus aureus NadD | AID 602399 | inhibition, % at 20 µM | purified NadD enzyme, colorimetric absorbance read-out | actives 0.78% (n = 360,000); in the data active means inhibition above about 26%; further: some compounds past the cut are filed as inactive
MsrA inhibitor = inhibits bovine methionine sulfoxide reductase A; purified bovine MsrA, absorbance read-out; inhibition, % at 15.5 µM; actives 0.75% (n = 360,000); AID 651718; in the data active means inhibition above about 4.5%;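 further: 0% = vehicle wells with enzyme and 100% = reference inhibitor wells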
DNMT1 inh = DNMT1 (human) enzyme inhibition; P26358; DNMT1 molecular beacon, Hinp1I cleavage, fluorescence; inhibition (reported as % activation of signal), % at 10 µM; actives 0.83% (n = 360,000); in the data active means inhibition above about 50%
Scp-1 inhibitor = Scp-1 (human) phosphatase inhibition. Recombinant Scp1, phosphopeptide, malachite green phosphate absorbance. inhibition, % at 20 µM. AID 493091. actives 0.88% (n = 340,000). Q9GZU7;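 active means inhibition above about 50% at 20 µM, limit read from the data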;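 further: plate controls were DMSO wells with enzyme for no effect and wells lacking enzyme for full effect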
Target sequence (Q9GZU7 76-261 limits assumed): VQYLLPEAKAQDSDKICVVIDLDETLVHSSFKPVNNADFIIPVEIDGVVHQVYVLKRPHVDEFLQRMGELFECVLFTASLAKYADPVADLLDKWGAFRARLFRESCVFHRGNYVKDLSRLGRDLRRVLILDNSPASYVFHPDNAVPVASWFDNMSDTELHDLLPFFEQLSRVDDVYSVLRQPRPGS
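Test system – truncated SCP-1 phosphatase (76-261aa) · Reagent – Phosphorylated 17-residue peptide substrate · Incubation – 45 min room-temperature reaction, 5 min colour, 30 min stabiliser · Detection – colorimetric phosphate reagent with accelerator and stabiliser, absorbance at 630 nm · Measure – % inhibition at 20 µM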
CSN deneddyl inh = blocks human CSN-mediated cullin deneddylation; actives 0.38% (n = 360,000); Purified CSN, SCF-Nedd8-OG deneddylation, fluorescence polarization; inhibition, % at 12.5 µM; Q92905;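 active means pattern-corrected inhibition above about 35%, with an unprinted fluorescence ratio check between 0.5 and 1.5, limit read from the data, passing the limit was not always enough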;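 further: 0% = enzyme with substrate and 100% = substrate without enzyme; some results filed as inactive read as strong as hits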
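Schedule: reaction 90 min, room temperature / Assay system: HEK293T-derived human Csn5 enzyme / Input: Csn5 at 0.24 nM final / Measure: inhibition of Csn5 cleavage, % / Control set: substrate-only high control, full reaction low control / Technique: fluorescence polarization of the substrate / Buffer or medium: Tris/NaCl/DTT buffer, pH 7.5 / Reagent: SCFSkp2-Nedd8OG substrate at 10 nM final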
Rpn11 block = inhibitors of human proteasome Rpn11. O00487. human 26S proteasome, Ub4-pepOG fluorescence polarization; 20S core pre-blocked with epoxomicin. calls only at 20 µM. actives 0.59% (n = 360,000);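 active means inhibition at 20 µM, scaled to each plate's controls, above about 33%, limit read from the data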
Target sequence (O00487 whole entry, looked up): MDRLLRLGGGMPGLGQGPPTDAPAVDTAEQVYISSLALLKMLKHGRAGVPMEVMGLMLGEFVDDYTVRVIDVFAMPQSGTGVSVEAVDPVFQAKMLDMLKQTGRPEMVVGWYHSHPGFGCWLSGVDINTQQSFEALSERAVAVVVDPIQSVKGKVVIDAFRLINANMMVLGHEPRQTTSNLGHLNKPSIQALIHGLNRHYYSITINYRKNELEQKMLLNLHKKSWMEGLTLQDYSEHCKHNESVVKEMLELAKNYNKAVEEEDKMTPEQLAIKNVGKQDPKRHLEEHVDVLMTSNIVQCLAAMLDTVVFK
LMPTP inh = blocks human LMPTP phosphatase | actives 0.22% (n = 360,000) | inhibition, % at 20 µM | AID 651560 | recombinant LMPTP-A, OMFP fluorogenic substrate, fluorescence intensity;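 active means compounds that cut the enzyme signal by at least half of the control window in the single-dose screen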;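 further: plate controls were DMSO wells with enzyme plus substrate for no effect and substrate without enzyme for full effect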
Target sequence (P24666 whole entry, looked up): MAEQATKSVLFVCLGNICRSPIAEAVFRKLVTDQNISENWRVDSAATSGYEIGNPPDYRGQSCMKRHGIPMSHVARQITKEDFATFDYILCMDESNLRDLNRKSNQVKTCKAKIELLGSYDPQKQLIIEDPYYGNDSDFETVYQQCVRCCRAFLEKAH
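Test system: LMPTP-A, protein tyrosine phosphatase of low molecular weight; Input: 0.625 nM enzyme; Incubation: 50 min dark incubation at room temperature; Signal: endpoint fluorescence intensity from OMFP dephosphorylation; Read-out basis: % inhibition versus control wells.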
SUMO1 PPI mod = modulators of human SUMO1-mediated protein-protein interactions; P63165; AID 602429; inhibition, % at 20 µM; SUMO1 binding to a labelled peptide, TR-FRET, 1 h; actives 0.33% (n = 360,000); in the data active means inhibition above about 37%
Target sequence (P63165 whole entry, looked up): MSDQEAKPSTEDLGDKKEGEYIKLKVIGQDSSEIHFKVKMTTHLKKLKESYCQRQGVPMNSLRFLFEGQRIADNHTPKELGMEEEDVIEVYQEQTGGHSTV
* = called active by the depositor; i = inactive; / = no result given. The order is random (roughly 3.9% active in at least one column).

SMILES	Tb MetRS inh	STEP inh	NadD inh	MsrA inhibitor	DNMT1 inh	Scp-1 inhibitor	CSN deneddyl inh	Rpn11 block	LMPTP inh	SUMO1 PPI mod
O=C(Cc1c[nH]c2ccccc12)NCC(=O)Nc1ccc(F)c(F)c1F	0.1	1	1	0.3	0	-6	-4	i	-0.2	10
COCCn1c(-c2ccc(OC)cc2)nc2oc3cc(OC)ccc3c(=O)c2c1=O	-0.4	0	-1	3.4	-5	-4	1	i	-0.6	1
O=C(CSc1nnc(-c2ccco2)o1)NCCc1ccccc1	-0.2	0	0	-1.0	-3	-2	0	i	-1.4	-3
S=c1[nH]nc(-c2cccnc2)n1Cc1ccccc1	0.0	-1	0	-0.6	3	2	1	i	-2.4	-4
Cc1onc(-c2ccccc2)c1C(=O)N/N=C/c1ccc([N+](=O)[O-])c(O)c1	0.4	0	0	1.4	0	-8	-5	i	-2.9	-38
N#CCSc1nnc(Nc2ccccc2)s1	0.4	-4	-1	0.4	-6	-5	7	i	-1.7	0
Cc1cc(C)cc(OCC(=O)NC2=NCCS2)c1	-0.6	-5	7	0.6	2	-6	3	i	-1.1	1
CCCCc1c(C)nc(N2CCCC2)[nH]c1=O	-0.5	2	1	0.0	0	-2	6	i	-2.3	4
CCN(CC)c1ccc(NC(=O)CCc2nnc3ccc(N4CCCCC4)nn23)c(C)c1	-1.0	-2	-4	0.9	0	2	-1	i	-0.3	2
Nc1ccc2nc(N)sc2c1	-0.2	-2	-2	-0.5	-10	27	-4	i	0.3	5
COc1cc(OC)cc(C(=O)NCC(C)NC(=O)c2cc(OC)cc(OC)c2)c1 (configuration not stated)	-0.5	1	9	-1.1	-5	-4	6	i	1.1	-2
COc1ccc(OC)c2sc(N(CCN(C)C)C(=O)c3cc(Cl)sc3Cl)nc12	0.0	-3	-4	-0.8	0	9	-3	i	8.2	3
Cc1ccc(Cn2nnc3c(=O)[nH]c(C4CCCN(C(=O)Nc5ccc(F)cc5)C4)nc32)cc1 (configuration not stated)	-0.2	-1	12	-1.0	11	-2	4	i	1.8	-2
Cc1cccc(N=C2SC(C)CN2C(=O)CN2C(=O)NC3(CCCC3)C2=O)c1 (configuration not stated)	-0.3	0	-3	0.7	1	-8	0	i	0.8	2
CCN1C(=O)c2ccccc2S(=O)c2ccc(C(=O)N3CCOCC3)cc21 (configuration not stated)	0.1	-2	-4	0.3	0	-6	3	i	-2.4	0
Cc1c(C)c2c(OCC(=O)N[C@@H](C(=O)O)c3ccccc3)cc3c(c2oc1=O)CCC(C)(C)O3	-2.1	0	1	3.5	5	-1	7	i	2.1	2
COc1cc(OC)c2c(-c3ccccc3)cc(=O)oc2c1C(CCN1CCCC(C)C1)c1ccc(N(C)C)cc1 (configuration not stated)	0.3	2	20	-0.5	-3	4	-5	i	4.2	-63
Cn1c(CSc2nc3ccccc3s2)nc2ccccc21	0.2	-17	-1	-0.2	0	-7	0	i	0.1	4
Nc1nc(N2C(=O)C3CC=CCC3C2=O)nn1-c1ccccc1 (configuration not stated)	-0.6	1	-6	0.4	2	-3	1	i	-0.4	0
O=[N+]([O-])c1cccc(C([O-])=C(C(=S)Nc2cccc3ccccc23)[n+]2ccccc2)c1	-0.3	4	11	0.0	2	2	11	i	4.2	-42
Cc1ccc(NC(=O)C(=O)NCCCN2CCCC2=O)c(C)c1	-0.4	0	-1	-0.6	-1	-1	3	i	-1.3	-4
COc1ccc(C(=O)CSc2n[nH]c(-c3ccncc3)n2)cc1[N+](=O)[O-]	-1.0	-1	5	0.8	5	2	-4	i	-1.8	2
CC(O)(c1cccc(F)c1)c1nc(/C=C/c2ccccc2)cs1 (configuration not stated)	-0.2	-3	-5	0.4	7	/	-4	i	1.8	-5
CCn1c(NCc2ccccn2)nc2c1c(=O)n(C)c(=O)n2C	-1.3	-2	-2	-0.5	29	0	5	i	0.6	1
Cc1ccc2c(CN3CCOCC3)cc(=O)oc2c1C	-0.7	1	0	0.1	2	0	0	i	0.5	11

Exported as a markdown table: part of the list above
| SMILES | Tb MetRS inh | STEP inh | NadD inh | MsrA inhibitor | DNMT1 inh | Scp-1 inhibitor | CSN deneddyl inh | Rpn11 block | LMPTP inh | SUMO1 PPI mod |
| --- | --- | --- | --- | --- | --- | --- | --- | --- | --- | --- |
| O=C(Cc1c[nH]c2ccccc12)NCC(=O)Nc1ccc(F)c(F)c1F | 0.1 | 1 | 1 | 0.3 | 0 | -6 | -4 | i | -0.2 | 10 |
| COCCn1c(-c2ccc(OC)cc2)nc2oc3cc(OC)ccc3c(=O)c2c1=O | -0.4 | 0 | -1 | 3.4 | -5 | -4 | 1 | i | -0.6 | 1 |
| O=C(CSc1nnc(-c2ccco2)o1)NCCc1ccccc1 | -0.2 | 0 | 0 | -1.0 | -3 | -2 | 0 | i | -1.4 | -3 |
| S=c1[nH]nc(-c2cccnc2)n1Cc1ccccc1 | 0.0 | -1 | 0 | -0.6 | 3 | 2 | 1 | i | -2.4 | -4 |
| Cc1onc(-c2ccccc2)c1C(=O)N/N=C/c1ccc([N+](=O)[O-])c(O)c1 | 0.4 | 0 | 0 | 1.4 | 0 | -8 | -5 | i | -2.9 | -38 |
| N#CCSc1nnc(Nc2ccccc2)s1 | 0.4 | -4 | -1 | 0.4 | -6 | -5 | 7 | i | -1.7 | 0 |
| Cc1cc(C)cc(OCC(=O)NC2=NCCS2)c1 | -0.6 | -5 | 7 | 0.6 | 2 | -6 | 3 | i | -1.1 | 1 |
| CCCCc1c(C)nc(N2CCCC2)[nH]c1=O | -0.5 | 2 | 1 | 0.0 | 0 | -2 | 6 | i | -2.3 | 4 |
| CCN(CC)c1ccc(NC(=O)CCc2nnc3ccc(N4CCCCC4)nn23)c(C)c1 | -1.0 | -2 | -4 | 0.9 | 0 | 2 | -1 | i | -0.3 | 2 |
| Nc1ccc2nc(N)sc2c1 | -0.2 | -2 | -2 | -0.5 | -10 | 27 | -4 | i | 0.3 | 5 |
| COc1cc(OC)cc(C(=O)NCC(C)NC(=O)c2cc(OC)cc(OC)c2)c1 (configuration not stated) | -0.5 | 1 | 9 | -1.1 | -5 | -4 | 6 | i | 1.1 | -2 |

Next section
SMILES	Tb MetRS inh	STEP inh	NadD inh	MsrA inhibitor	DNMT1 inh	Scp-1 inhibitor	CSN deneddyl inh	Rpn11 block	LMPTP inh	SUMO1 PPI mod
O=C(NC1CCCCC1)N(Cc1ccccc1)Cc1ccco1	-0.7	0	0	-1.1	2	5	-1	i	-1.6	0
CCCCN(CCCC)S(=O)(=O)c1ccc2oc(C(=O)N3CCOCC3)c(C)c2c1	-0.2	1	-6	-1.9	2	-4	5	i	2.5	-2
O=C(NCC(c1cccs1)N1CCOCC1)c1cc2ccccc2o1 (configuration not stated)	0.4	0	-2	-0.4	-1	-5	-2	i	-1.0	5
COc1cccc(C(C(=O)NC(C)(C)C)N(CC(C)C)C(=O)CCC(=O)Nc2cc(C)on2)c1OC (configuration not stated)	-0.1	3	-5	0.3	3	-7	-4	i	0.9	2
Cc1ccn2nc(C(=O)OCC(=O)N(CC(C)C)C3CCS(=O)(=O)C3)nc2n1 (configuration not stated)	-0.4	0	2	-0.1	3	-2	-8	i	-1.6	4
O=C(Nc1ccc2c(c1)OCCO2)c1cccc2nc3ccccc3nc12	-0.3	5	-10	0.5	-2	-3	1	i	3.2	7
CCOC(=O)c1cc2c(ccn2-c2ccc(F)cc2)n1CC(=O)N(CC)CC	0.2	2	0	0.8	2	-11	0	i	0.7	-6
CCN(C(=O)COC(=O)c1nc2nc(C)cc(C)n2n1)C1CCCCC1	-0.4	1	-2	-0.5	-1	7	-4	i	-0.9	5
CC1(Oc2ccc(Cl)cc2)CCN(Cc2csc3ccccc23)C1 (configuration not stated)	-0.3	5	1	-1.4	2	/	1	i	2.0	5
COc1cccc(-c2cnc3c(NC=O)cc(-c4ccoc4)cn23)c1	-0.2	-4	12	-0.7	4	/	9	i	0.2	2
CC(C)[C@H](NC(=O)C1CCN(C(=O)[C@@H]2CCCN2)CC1)C(=O)NCc1ccc(F)cc1	-0.4	-1	1	-0.1	0	10	-1	i	-2.8	1
CCNc1nnc(CCn2nc(C)c(Br)c2C)s1	-1.0	0	4	2.0	-1	9	0	i	-1.7	3
COc1ccc(Br)cc1CNC(=O)Cn1nc(C)n2cccc2c1=O	-0.2	-2	3	0.0	1	-5	6	i	-0.7	-3
COCc1cc(CN(C)C(=O)C2CCC(=O)N(Cc3cccc(OC)c3)C2)[nH]n1 (configuration not stated)	-0.1	0	-2	0.1	0	-3	-2	i	-1.2	0
Cc1ccc(C(=O)Nc2ccc3c4c(cccc24)CC3)cc1[N+](=O)[O-]	-0.4	-1	1	0.4	-5	-7	-3	i	-0.9	-4
COc1ccc(CCNC(=O)/C=C/c2cc(OC)c(OC)c(OC)c2)cc1OC	-0.5	-1	4	1.6	0	-1	3	i	-0.3	-7
S=c1[nH]nc(-c2ccncc2)n1/N=C/c1cccc(Cl)c1	-0.9	-1	5	-0.5	-5	-2	-3	i	-0.6	8
N#C/C(=C\c1ccc(N2CCOCC2)o1)c1ccccc1	-0.5	2	7	1.4	-6	-5	8	/	0.0	-25
CCSc1nnc(NC(=O)CSc2nc3c(c(=O)n2CC)SC(C)C3)s1 (configuration not stated)	-1.0	-4	-3	-0.9	0	-4	1	i	-1.2	0
Cc1cccc(OCCCSc2nc3ccccc3[nH]2)c1	1.3	-1	-3	1.8	-2	-2	3	i	0.6	5
Cc1c(OCc2ccccc2)c(=O)ccn1Cc1ccccc1	-0.8	-2	4	-0.8	2	-5	-5	i	-1.5	-2
Cc1ccc(Nc2nnc(SCC(=O)NCC3CCCO3)s2)cc1 (configuration not stated)	0.0	2	7	0.0	3	-5	-2	i	-2.4	3
CCOC(=O)C1=CN(Cc2cccc(F)c2)S(=O)(=O)N(CC)C1c1ccc2ccccc2c1 (configuration not stated)	-3.0	2	-1	-0.4	2	-12	-1	i	-0.6	4
c1ccc(-c2ccc(SCc3cccnc3)nn2)nc1	-0.1	-3	-3	-0.3	0	-5	0	i	1.7	4
COc1cc(NS(=O)(=O)c2ccc(NC(=O)c3ccco3)cc2)nc(OC)n1	-0.5	-1	-4	-0.2	5	-2	-3	i	-1.5	5
COc1ccc(C(=O)Nc2nc(-c3ccc(OC)cc3)c(-c3ccc([N+](=O)[O-])cc3)s2)cc1	-1.0	0	13	-1.2	-3	0	4	i	-0.8	-8
